# Screens deposited in PubChem by several laboratories.
# HSF1 inh = HSF1 inhibition. activity change, negative = inhibition, % at 7.5 µM (by protocol). NIH3T3-HGL HSE-luciferase, MG132-induced, luminescence 8 h; stronger effect = lower value. 0.77% of 300,000 active;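 active means more than half of replicate wells show activity change below -50%, luminescence cut by over half; inconclusive means some wells, but at most half, below -50%; inactive means no replicate well below -50%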;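 further: luciferase reports HSF-1 transcriptional activity via heat shock element; 0% = median of DMSO wells and -100% = zero luminescence signal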
# AI-2 QS mod = Vibrio harveyi AI-2 quorum sensing modulation. 0.4% of 300,000 active. Vibrio harveyi JMH597 AI-2 luminescence/OD600 ratio, 9 h; stronger effect = lower value; strain lacks LuxN and CqsS sensors; 0 = neutral-control median. activity change, % at 7.5 µM; in the data active means activity change below about -75%, passing the limit was not always enough; inconclusive means no clear call, values can overlap the other calls;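 further: luminescence divided by OD600 gain over 9 h not by final OD600 alone; inactives centre near 13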
# GSK3beta inhib = inhibitors of human GSK3beta kinase | P49841 | GST-GSK3beta kinase, ADP-Glo luminescence, 60 min; stronger effect = lower value | activity score (negative = inhibition), % at 10 µM | 0.038% of 300,000 active;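 active means more than half of replicate wells score below -50%, meaning over 50% inhibition versus plate controls; inconclusive means some replicates but at most half score below -50%; inactive means no replicate scores below -50%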;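 further: 0% = median DMSO wells and -100% = median GW8510 positive control wells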
# Target sequence (P49841 whole entry, looked up): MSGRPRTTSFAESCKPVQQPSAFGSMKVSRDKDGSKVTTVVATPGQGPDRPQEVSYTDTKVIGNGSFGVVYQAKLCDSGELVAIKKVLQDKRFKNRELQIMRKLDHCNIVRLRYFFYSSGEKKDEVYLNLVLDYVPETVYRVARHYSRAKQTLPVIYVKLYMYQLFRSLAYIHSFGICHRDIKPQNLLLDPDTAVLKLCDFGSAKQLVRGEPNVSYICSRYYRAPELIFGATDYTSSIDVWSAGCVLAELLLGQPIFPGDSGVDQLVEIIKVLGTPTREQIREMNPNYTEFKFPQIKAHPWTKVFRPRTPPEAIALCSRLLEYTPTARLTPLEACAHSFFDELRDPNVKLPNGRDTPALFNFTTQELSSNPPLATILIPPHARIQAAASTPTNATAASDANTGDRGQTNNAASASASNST
#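 Test system: GST-tagged human GSK3beta kinase, cell-free; evaluation: activity score scaled between in-plate DMSO and GW8510 controls; measured by: ADP-Glo luminescence; incubation: 60 min reaction, RT; benchmarks: DMSO and 20 µM GW8510; reagent: peptide substrate plus 25 µM ATP (final); medium: Tris/MgCl2 kinase buffer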
# KLF5 inh = inhibitors of KLF5 expression; DLD-1 KLF5 promoter-luciferase reporter, luminescence; inhibition, % at 5 µM; 0.23% of 290,000 active; AID 1700;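 active means inhibition above a per-plate limit of that plate's mean compound inhibition plus 3 SD, cut at about 60% in these data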;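 further: 0% = DMSO wells and 100% = LY294002 at 200 µM; higher means less KLF5 promoter-driven luciferase light; inactives centre near -14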
# IEC-6 cytotox = kills IEC-6 intestinal cells in KLF5 counter-screen. 0.78% of 290,000 active. IEC-6 cytotoxicity, luminescence viability. inhibition, % at 5 µM; in the data active means inhibition above about 22%;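 further: 0% = plate median of test compound wells and 100% = cytotoxic reference compound wells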
# HSP90 inh = HSP90 refolding inhibition in rabbit reticulocyte lysate; luciferase refolding luminescence, 3 h; inhibition, % at 5.6 µM; 0.91% of 290,000 active;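 active means inhibition above the screen-wide mean plus 3 SD, computed separately per campaign, cut at about 16% in these data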;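 further: 0% = DMSO wells and 100% = 60 µM geldanamycin wells; inhibitors lower the luminescence because luciferase stays unfolded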
# aSyn 5UTR inh = MLPCN primary screen, SNCA 5' untranslated region. inhibition, % (tested at 7.5 µM). 0.82% of 300,000 active. alpha-synuclein 5'UTR reporter, inhibitor activity. AID 1813; in the data active means inhibition above about 60%; inconclusive means no clear call, values can overlap the other calls;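 further: H4 neuroglioblastoma cells stably carrying SNCA 5'UTR luciferase fusion; 0% = DMSO wells and 100% = positive control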
# HSF-1 act = increases HSF-1 driven luciferase reporter signal; 1.7% of 300,000 active; NIH3T3-HGL HSF-1 luciferase reporter, MG132, 8 h; 100% = twice DMSO control signal; activation, % at 9 µM;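 active means mean replicate activation of at least 50% with a set share of replicates each reaching 50%; inconclusive means only one of those two conditions met; inactive means mean below 50% and too few replicates reaching it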;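 further: 0% = median of the neutral control wells and 100% = twice that signal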
# PolyA inhibitor = yeast polyadenylation inhibition | S. cerevisiae SKY197-pL101 polyadenylation reporter, beta-gal luminescence; efflux-impaired pdr1/pdr3 knockout yeast; score 100 = 6 SD above DMSO | calls only at 12 µM | 0.02% of 300,000 active | AID 1875;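 active means lowest replicate activity score at least 50, where 100 means six control SD above control mean; inconclusive means lowest score under 50 but half or more replicates reach 50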;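 further: yeast exposed to compound for 9 h at 30 °C; higher score means more reporter readthrough which indicates perturbed polyadenylation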
# GSK3 alpha inh = inhibitors of human GSK-3 alpha kinase. P49840. ADP-Glo luminescence, 60 min. inhibition, % at 10 µM. 0.1% of 320,000 active. AID 2650;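 in the data active means inhibition above about 50%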;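 further: GST-tagged GSK-3 alpha with peptide substrate and 25 µM ATP; 0% = DMSO neutral wells and 100% = GW8510 positive control wells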
# Target sequence (P49840 whole entry, looked up): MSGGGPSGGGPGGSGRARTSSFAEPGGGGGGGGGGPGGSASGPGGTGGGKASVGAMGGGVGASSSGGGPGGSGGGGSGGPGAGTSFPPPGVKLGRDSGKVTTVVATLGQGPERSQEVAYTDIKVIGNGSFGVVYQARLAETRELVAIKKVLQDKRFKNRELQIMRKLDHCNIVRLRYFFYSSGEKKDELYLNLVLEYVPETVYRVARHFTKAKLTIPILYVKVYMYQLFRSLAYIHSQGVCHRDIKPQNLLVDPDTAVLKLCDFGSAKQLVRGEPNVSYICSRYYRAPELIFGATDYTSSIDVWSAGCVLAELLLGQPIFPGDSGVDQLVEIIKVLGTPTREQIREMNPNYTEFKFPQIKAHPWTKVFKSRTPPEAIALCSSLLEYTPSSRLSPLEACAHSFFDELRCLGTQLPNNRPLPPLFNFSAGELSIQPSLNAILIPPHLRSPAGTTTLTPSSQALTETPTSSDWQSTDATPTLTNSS
# Active calls of the source: *; i = inactive; ? = inconclusive; . = not tested or not shown. Only part of the results is shown; count on the stated rates, not on these rows.
no.	canonical_smiles	HSF1 inh	AI-2 QS mod	GSK3beta inhib	KLF5 inh	IEC-6 cytotox
1	Cn1c(=O)n(-c2ccccc2)c(=O)c2c3c(sc21)COC(C)(C)C3	-5	22	1	-7	0
2	O=C(O)CCCc1nc(-c2ccccc2)no1	-1	30	-1	-14	0
3	CCCn1c(SC(C(=O)Nc2cc(C)ccc2OC)c2ccccc2)nc2ccccc2c1=O (centres undefined)	-4	9	1	-19	0
4	Cc1cccc(OCCC(=O)Nc2nnc(C)s2)c1	3	35	0	-15	1
5	Cc1ccccc1CN1C(=O)c2ccccc2Sc2ccc(C(=O)NCCCN3CCOCC3)cc21	2	30	4	-21	5
6	CCSC(=Nc1ccccc1)Nc1ccccc1	-2	14	-1	-6	2
7	CCOCCc1nnc(NC(=O)Cc2ccccc2)s1	-3	16	-1	-10	0
8	COCCCN(C(=O)CCOc1ccc(C(C)(C)C)cc1)c1c(N)n(Cc2ccccc2)c(=O)[nH]c1=O	?	38	2	.	.
9	Brc1cccc2sc(N3CCCC3)nc12	0	-9	1	-15	5
10	CN1C(C)(C)CC(NC(=O)c2ccco2)CC1(C)C	0	10	1	-12	4
11	C=CCc1cccc(/C=N/NC(=O)COc2ccc(-n3cnnn3)cc2)c1O	0	15	-4	20	-1
12	C=CCNC(=S)N1CCN(c2ncc3c(=O)c(C(=O)O)cn(CC)c3n2)CC1	0	20	-3	-8	-4
13	CC(C)=CCN1CCN(C/C(Cl)=C/c2ccccc2)CC1CCO (centres undefined)	4	22	-7	7	7
14	CCCCOc1ccc(C(=O)OC2CC(C)N(C)CC2C)cc1 (centres undefined)	-6	1	0	5	6
15	O=C(COC(=O)Cc1cccs1)Nc1ccccc1Cl	-2	32	1	-11	0

no.	HSP90 inh	aSyn 5UTR inh	HSF-1 act	PolyA inhibitor	GSK3 alpha inh
1	4	-15	-13	i	2
2	-1	-3	1	i	-3
3	1	20	-8	i	-3
4	5	-8	11	i	-2
5	-3	11	7	i	1
6	0	13	-3	i	-4
7	-3	-4	3	i	1
8	.	-1	-61	i	-2
9	2	-75	3	i	0
10	0	7	-10	i	-3
11	-4	31	0	i	-1
12	2	22	-5	i	1
13	4	28	22	i	-1
14	3	6	-1	i	1
15	1	-2	-11	i	-2

# Continued:
no.	canonical_smiles	HSF1 inh	AI-2 QS mod	GSK3beta inhib	KLF5 inh	IEC-6 cytotox
16	CC1(C)Cc2c(c(N3CCOCC3)nc3sc4c(N5CCOCC5)nnnc4c23)CS1	-1	6	3	-4	5
17	CN(C)S(=O)(=O)c1ccc(NC(=O)CCCNC(=O)c2ccc(Cl)cc2)cc1	1	18	1	-27	-6
18	Cc1ccccc1NC(=O)CCN1CCc2ccccc2C1	-5	14	4	6	-2
19	C=CCN1CCN(C(=O)CCc2ccccc2)CC1	-3	32	-2	6	-2
20	COc1ccc(N(C(=O)c2cnccn2)C(C(=O)NC2CCCCC2)c2cc(OC)c(OC)c(OC)c2)cc1 (centres undefined)	4	20	2	-32	4
21	CC(C)c1ccccc1OCCNC(=O)c1cccnc1	-2	16	3	-6	-5
22	COc1ccccc1NC(=O)C(CC=C(Cl)Cl)C(C)=O (centres undefined)	7	8	0	2	4
23	COC(=O)c1sccc1NC(=O)C1CCCCC1C(=O)O (centres undefined)	0	8	5	-23	-3
24	NS(=O)(=O)c1ccc(NC(=O)C(=O)NCCC(=O)O)cc1	-7	-10	0	-17	-1
25	CN(Cc1nccn1C)C(=O)c1ccc2nc(Cc3ccccc3F)oc2c1	22	32	1	-137	-2
26	COC(=O)CSc1nc(N)nc(C)c1Cl	-2	24	2	10	6
27	CC(=O)c1ccc(N(C)C)cc1	0	6	5	-31	-3
28	COc1ccccc1OCc1ccc(C(=O)N2CCOCC2)o1	6	21	1	-3	-4
29	O=C(c1cnccn1)N(c1ccccc1)C1(C(=O)NC2CCCC2)CCCCC1	5	23	-3	-8	-2
30	CN(C)CC(C)(C)CNC(=O)c1cc(Br)cc(Br)c1O	-2	43	0	4	-1

no.	HSP90 inh	aSyn 5UTR inh	HSF-1 act	PolyA inhibitor	GSK3 alpha inh
16	0	24	-3	i	28
17	-4	26	7	i	-1
18	3	0	-21	i	6
19	-4	15	-1	i	-1
20	1	6	-7	i	-1
21	4	-9	2	i	-5
22	-1	0	-6	i	-2
23	-1	-3	-8	i	-3
24	0	10	5	i	-2
25	-10	-126	27	i	-2
26	2	-6	2	i	9
27	-1	6	-2	i	0
28	1	9	29	i	-3
29	1	8	7	i	1
30	-3	18	-1	.	-5

# As a short view, some entries already given.
no.	canonical_smiles	HSF1 inh	AI-2 QS mod	GSK3beta inhib	KLF5 inh	IEC-6 cytotox
28	COc1ccccc1OCc1ccc(C(=O)N2CCOCC2)o1	6	21	1	-3	-4
29	O=C(c1cnccn1)N(c1ccccc1)C1(C(=O)NC2CCCC2)CCCCC1	5	23	-3	-8	-2

no.	HSP90 inh	aSyn 5UTR inh	HSF-1 act	PolyA inhibitor	GSK3 alpha inh
28	1	9	29	i	-3
29	1	8	7	i	1

# (next part)
no.	canonical_smiles	HSF1 inh	AI-2 QS mod	GSK3beta inhib	KLF5 inh	IEC-6 cytotox
31	CCOC(=O)/C(=N\Nc1cccc(Cl)c1)Sc1nnc(-c2ccc(OC)cc2)n1C	-5	9	0	-30	3
32	CCOC(=O)Cn1c(-c2ccc(Cl)nc2)nc2ccccc21	-8	34	2	-9	0
33	COc1ccc(NC(=O)c2oc3ccccc3c2NC(=O)C2CC2)c(OC)c1	-11	26	-1	7	-2
34	COc1ccc(N2C(=O)CN(Cc3ccc(OC)c(OC)c3)C2=S)cc1	-8	10	-7	-38	0
35	Cc1ccc(CN2C(=O)/C(=C\c3ccc(C(=O)NCc4cccnc4)cc3)Oc3ccccc32)cc1	14	31	0	-14	0
36	O=C(CCNC(=O)c1ccc(Br)cc1)Nc1ccc(S(=O)(=O)Nc2ncccn2)cc1	8	15	-2	.	.
37	O=C(CNC(=O)c1ccncc1)N/N=C/c1ccccn1	0	9	-1	-7	7
38	CCC1Oc2ccccc2N(CC(=O)NC2CCCC2)C1=O (centres undefined)	0	-3	-1	0	-2
39	COc1ccc(-c2nn(-c3ccccc3)cc2/C=N/NC(=O)c2cccc(S(=O)(=O)Nc3ccccc3Cl)c2)cc1	-9	20	-1	-41	-11
40	Cc1ccc(OCC(=O)NCc2cccs2)cc1	12	6	0	-17	4
41	Cc1ccc(CNC(=O)Cn2nnc(C(=O)Nc3cc(C)ccc3C)c2N)cc1	-3	13	0	-14	12
42	CCOC(=O)C1CCCN(C(=O)c2ccc(CS(=O)(=O)c3ccc(Br)cc3)o2)C1 (centres undefined)	2	27	0	-42	-7
43	O=C(Nc1ccc2c(c1)CCC2)c1cnn2c1NC(c1ccco1)CC2C(F)(F)F (centres undefined)	.	.	.	-17	-5
44	CC1CCN(Cc2c(C(=O)N/N=C/c3ccc(C(F)(F)F)cc3)nnn2-c2nonc2N)CC1	-9	11	-2	6	8
45	CC(=O)Nc1cccc(NC(=O)CSc2ncc(-c3ccccc3)[nH]2)c1	-1	23	1	-1	-4

no.	HSP90 inh	aSyn 5UTR inh	HSF-1 act	PolyA inhibitor	GSK3 alpha inh
31	-1	26	-13	i	-1
32	-2	2	-9	i	-5
33	1	-4	16	i	2
34	4	10	-5	i	0
35	-1	101*	37	i	-2
36	.	10	-10	i	-1
37	3	-23	-1	i	0
38	-2	-4	9	i	-1
39	-5	-77	11	i	0
40	5	16	19	i	-1
41	0	10	4	i	-1
42	2	18	-3	i	-1
43	5	.	.	.	2
44	4	-40	-18	i	0
45	-4	-80	18	i	1

# Just IEC-6 cytotox and PolyA inhibitor, for 5 of the compounds above:
item	SMILES	IEC-6 cytotox	PolyA inhibitor
8	COCCCN(C(=O)CCOc1ccc(C(C)(C)C)cc1)c1c(N)n(Cc2ccccc2)c(=O)[nH]c1=O	.	i
9	Brc1cccc2sc(N3CCCC3)nc12	5	i
10	CN1C(C)(C)CC(NC(=O)c2ccco2)CC1(C)C	4	i
11	C=CCc1cccc(/C=N/NC(=O)COc2ccc(-n3cnnn3)cc2)c1O	-1	i
12	C=CCNC(=S)N1CCN(c2ncc3c(=O)c(C(=O)O)cn(CC)c3n2)CC1	-4	i

# Additional entries follow.
no.	canonical_smiles	HSF1 inh	AI-2 QS mod	GSK3beta inhib	KLF5 inh	IEC-6 cytotox
46	Cc1ccc(S(=O)(=O)N2CCC(C(=O)N[C@@H](C)C(=O)NC3CCCCC3)CC2)cc1	6	21	3	-5	4
47	CC1(C)Cc2c(c(N3CCCC3)[nH]c(=S)c2C#N)CO1	-2	12	10	-1	-5
48	CC(=O)N(C)c1ccc(C(O)(C(F)(F)F)C(F)(F)F)cc1	-5	4	-1	-15	-9
49	Cc1cc(C)cc(N(CC(=O)N2CC=C(c3ccccc3)CC2)S(=O)(=O)c2c(C)noc2C)c1	7	34	-1	-33	4
50	O=C(O)/C=C/c1ccc2c(-c3ccccc3)onc2c1	-12	19	3	10	-3
51	O=C(CCn1c(=O)oc2ccc(Cl)cc21)NCCCN1CCOCC1	-4	-1	0	-25	2
52	CCC(=O)Nc1cccc(C(=O)Nc2nccs2)c1	1	28	-2	-19	3
53	COc1ccccc1NC(=O)CSc1nnc(Cc2cccn2C)n1-c1ccc(F)cc1	-4	0	4	-49	3
54	C1=CN2CCC1C(c1ccccc1)C2 (centres undefined)	-1	19	-2	-2	-8
55	CCCS(=O)(=O)N1CCN(S(=O)(=O)c2ccccc2[N+](=O)[O-])CC1	10	9	-4	-15	-2
56	CCCC/C(C)=N/NC(=O)C(=O)NCCc1ccccc1	2	25	1	-33	-2
57	COc1ccc(OC(=O)C2CC(=O)N(c3ccc(C)cc3)C2)cc1 (centres undefined)	5	.	.	1	-4
58	CCN(CC)S(=O)(=O)c1ccc(NC(=O)C(C)N(c2ccc(OC)cc2)S(C)(=O)=O)cc1 (centres undefined)	-2	41	0	15	0

no.	HSP90 inh	aSyn 5UTR inh	HSF-1 act	PolyA inhibitor	GSK3 alpha inh
46	5	5	2	i	-4
47	1	11	-1	i	-1
48	0	7	-12	i	-2
49	2	2	17	i	-4
50	4	-13	-6	i	2
51	2	16	0	i	-6
52	1	-45	0	i	1
53	5	4	9	i	.
54	1	4	5	i	-1
55	1	-51	9	i	-1
56	-4	7	0	i	0
57	-1	6	16	i	.
58	3	35	-21	i	.
